AGP1 TOR yeast: yeast TOR pathway AGP1-GFP modulation | S. cerevisiae AGP1-GFP multiplex flow cytometry, 3 h; GFP as percent of DMSO wells | GFP response vs DMSO, % at 10 µM | 0.02% of 320,000 active | AID 2066;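 active = GFP response relative to DMSO above a set limit, near screen average plus 3 SD, cut at about 150% in these data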;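 also: median GFP channel fluorescence of the gated AGP1 strain per well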
RPL19A TOR yeast: modulators of TOR pathway RPL19A-GFP in S. cerevisiae; S. cerevisiae RPL19A-GFP strain, flow cytometry, 3 h; hits give low values; percent response vs DMSO, % at 10 µM; 0.3% of 330,000 active; AID 2025;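 active = percent response vs DMSO below 50%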;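 also: median channel GFP fluorescence of the barcoded RPL19A-GFP strain; ratio of sample median GFP to plate DMSO average so 100% = DMSO; lower means less RPL19A-GFP as with rapamycin TOR inhibition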
VLA-4 inh: inhibition in a human VLA-4 binding assay. P13612. VLA-4 expressing cells, ligand binding flow cytometry. 0.2% of 330,000 active. inhibition, % (about 7 µM as worked out from the volumes in the protocol); in the data active = inhibition above about 50%
Target sequence (P13612 whole entry, looked up): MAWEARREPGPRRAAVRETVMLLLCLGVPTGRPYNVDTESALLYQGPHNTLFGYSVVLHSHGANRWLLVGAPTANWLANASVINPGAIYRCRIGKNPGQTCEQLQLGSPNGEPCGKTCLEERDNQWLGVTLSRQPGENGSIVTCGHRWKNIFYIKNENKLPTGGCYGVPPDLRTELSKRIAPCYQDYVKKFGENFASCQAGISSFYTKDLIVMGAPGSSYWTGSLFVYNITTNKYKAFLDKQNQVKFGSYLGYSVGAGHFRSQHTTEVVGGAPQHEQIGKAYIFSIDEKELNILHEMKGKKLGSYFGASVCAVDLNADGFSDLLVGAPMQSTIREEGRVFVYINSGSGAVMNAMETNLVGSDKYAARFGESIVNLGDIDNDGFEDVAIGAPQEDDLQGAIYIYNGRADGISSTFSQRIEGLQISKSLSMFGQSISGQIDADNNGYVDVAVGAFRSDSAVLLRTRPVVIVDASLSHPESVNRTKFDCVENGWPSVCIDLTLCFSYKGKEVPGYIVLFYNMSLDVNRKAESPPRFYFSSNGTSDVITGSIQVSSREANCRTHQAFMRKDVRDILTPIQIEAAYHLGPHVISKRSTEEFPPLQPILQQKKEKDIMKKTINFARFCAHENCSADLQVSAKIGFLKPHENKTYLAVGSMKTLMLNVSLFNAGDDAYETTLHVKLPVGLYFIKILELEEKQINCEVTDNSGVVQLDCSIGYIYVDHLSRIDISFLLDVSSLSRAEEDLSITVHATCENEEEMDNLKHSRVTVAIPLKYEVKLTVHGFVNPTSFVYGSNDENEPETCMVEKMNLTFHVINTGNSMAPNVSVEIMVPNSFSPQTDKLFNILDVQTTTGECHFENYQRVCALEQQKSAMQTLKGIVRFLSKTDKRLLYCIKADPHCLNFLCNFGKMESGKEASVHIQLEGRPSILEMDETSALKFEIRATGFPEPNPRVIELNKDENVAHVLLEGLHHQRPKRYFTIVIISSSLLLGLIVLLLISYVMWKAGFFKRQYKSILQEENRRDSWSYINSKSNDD
CIT2-GFP yeast: modulators of TOR pathway CIT2-GFP in S. cerevisiae. S. cerevisiae CIT2-GFP strain, flow cytometry, 3 h; 100 means same as DMSO wells. GFP response vs DMSO, % at 10 µM. 0.065% of 320,000 active. AID 2029;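 active = GFP response relative to DMSO above a set limit, near the screen mean plus 3 SD, cut at about 150% in these data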;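 also: ratio of well median GFP fluorescence to mean of DMSO wells on the plate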
LAP4 TOR yeast: alters LAP4-GFP fluorescence in TOR pathway yeast screen; AID 2023; GFP response vs DMSO, % at 10 µM; S. cerevisiae LAP4-GFP multiplex, flow cytometry GFP, 3 h; median GFP as percent of DMSO wells; 0.34% of 320,000 active;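 active = GFP response vs DMSO above a set limit, about the screen mean plus 3 SD, cut at about 150% in these data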
MEP2-GFP yeast: yeast TOR pathway MEP2-GFP modulation. S. cerevisiae MEP2-GFP strain, flow cytometry GFP, 3 h; 100% = DMSO control level. GFP response vs DMSO, % at 10 µM. 0.51% of 330,000 active. AID 2016;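 active = GFP response versus DMSO above a set limit, roughly screen mean plus 3 SD, cut at about 180% in these data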;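 also: median GFP fluorescence of the barcode-gated MEP2-GFP cells per well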
GRK2 inh: inhibitors of human GRK2 displacing RNA aptamer; bead flow cytometry, FAM-aptamer displacement from GRK2; inhibition of aptamer binding, % at 10 µM; P25098; 0.59% of 330,000 active; AID 488847;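 active = inhibition of aptamer binding above 40%, roughly 3 SD of noise, on plates passing a quality check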;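 also: median bead fluorescence of bound FAM aptamer so fluorescent compounds give negative values; no value below 0 was filed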
Yeast superoxide: caloric restriction mimetics inhibiting age-related superoxide in yeast; 0.18% of 330,000 active; AID 2690; superoxide response (% of plate mean), % at 10 µM; S. cerevisiae aged cells, superoxide DHE fluorescence; hits give low values;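 active = superoxide response under a set limit, about three screen SD below normal, cut at about 65% in these data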;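 also: yeast aged for seven days with compound at 30 °C before DHE staining; 100% = average MFI of all compound-treated wells on the plate with controls excluded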
* = called active by the depositor; i = inactive; x = no result given.

SMILES	AGP1 TOR yeast	RPL19A TOR yeast	VLA-4 inh	CIT2-GFP yeast	LAP4 TOR yeast	MEP2-GFP yeast	GRK2 inh	Yeast superoxide
CC1CN(c2nc3ccccc3nc2C(C#N)C(=O)NCc2ccc3c(c2)OCO3)CC(C)O1 (stereo unspecified)	105	103	9	102	103	104	2	96
COC(=O)c1c(C)nn(-c2ccccc2)c1N	104	100	29	99	101	104	0	104
Cc1ccc(S(=O)(=O)Nc2cccc(C(=O)NCCCN3CCCC3=O)c2)cc1F	106	94	-3	87	112	99	0	94
COc1ccc(S(=O)(=O)Nc2cc(C(=O)NCCCOC(C)C)ccc2N2CCOCC2)cc1	94	101	-3	99	102	113	5	106
Cc1ccccc1CN1CCN(C(=O)c2ccc(S(=O)(=O)NCc3ccco3)cc2)CC1	91	92	12	94	84	86	0	115
O=C(Nc1ccc([N+](=O)[O-])cc1Br)c1cccnc1	100	102	38	92	92	96	0	93
Cc1cc(C(=O)O)ccc1-n1c(C)cc(/C=C(/C#N)C(=O)Nc2ccccc2)c1C	97	93	10	98	100	96	11	111
C=CC[C@@H](CC(=O)N(CCO)Cc1ccccc1)C(=O)NC[C@H](OC(=O)[C@@H](CC=C)CC(=O)OC(C)(C)C)c1ccccc1	102	94	-7	98	105	95	2	88
COc1ccc(C2C=C(c3ccc(Cl)cc3)Nc3nc(NC(C)=O)nn32)cc1 (stereo unspecified)	106	99	-18	94	100	100	0	96
COc1ccccc1CNC(=O)CCS(=O)(=O)c1ccc2c(c1)CCN2C(C)=O	104	102	11	100	97	96	0	124
CCOC(=O)Nc1nc(C)c(C(=O)c2ccc(Cl)cc2)s1	100	100	2	96	106	108	0	96
CCc1cccc(NC(=O)CCCN2C(=O)C(c3ccccc3)Oc3cccnc32)c1 (stereo unspecified)	97	96	1	94	104	101	0	89

Continued, overlapping the part above by 2 compounds.
SMILES	AGP1 TOR yeast	RPL19A TOR yeast	VLA-4 inh	CIT2-GFP yeast	LAP4 TOR yeast	MEP2-GFP yeast	GRK2 inh	Yeast superoxide
CCOC(=O)Nc1nc(C)c(C(=O)c2ccc(Cl)cc2)s1	100	100	2	96	106	108	0	96
CCc1cccc(NC(=O)CCCN2C(=O)C(c3ccccc3)Oc3cccnc32)c1 (stereo unspecified)	97	96	1	94	104	101	0	89
NNc1cc([N+](=O)[O-])cc2c1C(=O)N(Cc1ccccc1)S2=O (stereo unspecified)	94	91	6	93	109	90	2	87
CCCOc1ccc(N2C(=O)CC(N3CCOCC3)C2=O)cc1 (stereo unspecified)	90	94	6	92	90	94	0	106
COc1cc2c(C(=O)N3CCN(c4ccccc4)CC3)c(C)oc2cc1Br	86	90	2	79	90	94	1	93
Cn1nc(-c2ccccc2)c(-c2nc(-c3cccc(C(F)(F)F)c3)no2)c1Cl	105	103	14	102	105	112	1	96
CC(NC(=O)C1CCCC1)c1ccc2c(c1)OCCO2 (stereo unspecified)	105	103	5	105	105	102	2	97
O=C(CN1C(=O)NC2(CCCC2)C1=O)Nc1cccc(-c2nnc3n2CCCCC3)c1	112	102	10	111	108	105	0	i
COC(C(=O)N/N=C(\C)c1ccc(C)cc1)c1ccccc1 (stereo unspecified)	107	107	1	111	95	101	2	104
COc1ccc(Nc2ccc(C(N)=O)cc2[N+](=O)[O-])cc1	98	104	2	109	111	105	3	85
Cc1ccc(S(=O)(=O)CCC(=O)OCC(=O)Nc2ncc(Cl)cc2Cl)cc1	105	103	-16	105	98	101	4	81
COc1ccc(C2N3CC4(C)CN2CC(C)(C3)C4O)cc1OC (stereo unspecified)	99	98	2	87	93	102	0	98
O=C(CCNC(=O)c1ccc(Cl)cc1)Nc1ccccc1N1CCCC1	99	95	0	94	105	98	0	100
Cc1oc(-c2ccccc2Cl)nc1CN(Cc1ccccn1)C[C@@H]1CCC(=O)N1	108	100	8	105	105	106	3	98

Taken from the entries so far for reference:
SMILES	AGP1 TOR yeast	RPL19A TOR yeast	VLA-4 inh	CIT2-GFP yeast	LAP4 TOR yeast	MEP2-GFP yeast	GRK2 inh	Yeast superoxide
CC(NC(=O)C1CCCC1)c1ccc2c(c1)OCCO2 (stereo unspecified)	105	103	5	105	105	102	2	97
O=C(CN1C(=O)NC2(CCCC2)C1=O)Nc1cccc(-c2nnc3n2CCCCC3)c1	112	102	10	111	108	105	0	i
COC(C(=O)N/N=C(\C)c1ccc(C)cc1)c1ccccc1 (stereo unspecified)	107	107	1	111	95	101	2	104
COc1ccc(Nc2ccc(C(N)=O)cc2[N+](=O)[O-])cc1	98	104	2	109	111	105	3	85
Cc1ccc(S(=O)(=O)CCC(=O)OCC(=O)Nc2ncc(Cl)cc2Cl)cc1	105	103	-16	105	98	101	4	81
COc1ccc(C2N3CC4(C)CN2CC(C)(C3)C4O)cc1OC (stereo unspecified)	99	98	2	87	93	102	0	98

Following part:
SMILES	AGP1 TOR yeast	RPL19A TOR yeast	VLA-4 inh	CIT2-GFP yeast	LAP4 TOR yeast	MEP2-GFP yeast	GRK2 inh	Yeast superoxide
CCN1CCN(C(=O)c2cc(COc3ccc4ncccc4c3)on2)CC1	101	97	-4	103	94	96	0	95
CC(C)C[C@H](N)C(=O)N1CCC(C(=O)N[C@H](C(=O)NCc2ccc(F)cc2)C(C)C)CC1	104	98	-5	96	102	109	2	126
Cc1nc2c(-c3ccc(F)cc3)c(C)nn2c(C)c1CCC(=O)Nc1ccccc1F	103	108	-1	104	103	100	0	113
O=C(COc1ccc(Cl)cc1)Nc1c(-c2cccs2)nc2ccccn12	102	102	28	93	102	91	0	95
CCC(CC)C(=O)Nc1c2cnn(-c3ccccc3)c2nc(=O)n1-c1ccccc1	95	98	-8	97	92	99	0	101
COc1ccc(C2(C)NC(=O)N(CC(=O)c3cc(C)n(C4CC4)c3C)C2=O)cc1 (stereo unspecified)	103	100	-14	102	100	103	15	102
COc1ccccc1C(=O)Nc1ccncc1	97	101	3	101	86	108	2	81
CCOC(=O)c1c(NC(=O)C2C3CCC(O3)C2C(=O)O)sc2c1CCCC2 (stereo unspecified)	104	101	0	100	101	107	0	82
Cc1ccc(-c2nn(CC(=O)NN3CCOCC3)c(=O)c3ccccc23)cc1	101	98	-1	91	108	92	0	81
Cc1ccc(N(CC(=O)NCC(O)c2ccccc2)S(=O)(=O)c2ccc(C)cc2)cc1 (stereo unspecified)	97	100	2	95	88	104	1	109
O=C(Cn1ncc2c(=O)oc3ccccc3c21)NCC1COc2ccccc2O1 (stereo unspecified)	110	100	9	102	106	109	0	98
Cc1ccc(-c2nnc(SCCC(=O)N3CCOCC3)o2)cc1	96	98	-1	92	98	92	0	101
Cc1c(C(=O)Oc2cc(N)n(S(C)(=O)=O)n2)cccc1[N+](=O)[O-]	92	101	0	107	87	104	7	96
CCOC(=O)Cc1nnc(NC(=O)C2CCCCC2)s1	99	102	19	101	96	113	4	96
CCOC(=O)CNC(=O)CSc1ncccc1-c1nc2ccccc2[nH]1	100	98	-2	94	96	96	1	99
COc1ccccc1N1CCN(C(c2ccccn2)c2nnnn2C2CCCCC2)CC1 (stereo unspecified)	96	97	20	97	91	98	0	96
O=C(Nc1cccc(C(F)(F)F)c1)c1sc(Cl)nc1C(F)(F)F	89	100	-5	101	91	110	x	99
Cc1ccccc1-n1nc(C)c2cc(C(=O)NCc3cccnc3)sc21	104	98	-4	106	97	100	2	89
Cc1ccc(C)c(OCC(O)CN2CCCCC2C)c1 (stereo unspecified)	94	95	0	102	96	96	0	94
CCOC(=O)C1(Cc2cccc(OC)c2)CCN(C(C)CC(C)(C)O)CC1 (stereo unspecified)	92	90	4	95	88	96	1	111
O=C1CC(c2ccccc2)=Nc2ccc(Br)cc2N1	76	85	18	85	104	84	0	109
Cc1ccc(NC(=O)c2cn(-c3cccc(C)n3)cn2)cc1	105	95	13	100	117	110	3	106
COc1ccc(S(=O)(=O)NCC2CCCN(Cc3ccc(OC)cc3F)C2)cc1 (stereo unspecified)	98	93	6	98	96	90	0	106
CCOc1ccc2nc(NCCNC(=O)C(C)C)c(C)cc2c1	96	100	5	90	102	98	1	111
O=C(Nc1ccncc1)c1cc(F)cc(F)c1	95	90	-8	95	93	91	0	85
CCCCOC(=O)CSc1nc(N)c(C#N)c(-c2ccc(OCC)cc2)c1C#N	98	97	34	101	95	98	1	121
CC(=O)Nc1ccc(S(=O)(=O)NCCSCc2ccc(Cl)cc2Cl)cc1	93	93	-2	97	x	106	1	99
Cc1c(NS(=O)(=O)c2ccc3[nH]c(=O)[nH]c3c2)c(=O)n(-c2ccccc2)n1C	104	101	3	107	100	102	75*	93
CCOC(=O)N1CCN(C(=O)Cc2ccc(C)cc2)CC1	94	92	12	100	95	97	0	100
Cc1cc(C)c(C(=O)COC(=O)CCn2c(C)csc2=O)cc1C	99	94	22	99	112	93	0	110
O=C(Nc1cccc(Cl)c1)OCCN1CCN(Cc2ccccc2)CCC1=O	78	96	9	67	127	95	0	99
CC(C)N1CCC(=NNC(=O)c2ccc(Br)o2)CC1	x	96	16	96	83	87	5	107
CN(C)CCCN1c2ccccc2Sc2ccc(C(F)(F)F)cc21	93	102	-15	90	110	97	0	103
Cc1ccc(NC(=O)CSc2nccn(-c3ccc4c(c3)OCCO4)c2=O)cc1	103	102	-4	115	106	109	0	116
COCCCNC(=O)c1ccc(OC)c(OC2CCN(C(C)C)CC2)c1	99	99	12	104	93	110	4	105
CC1=C(C(=O)OCc2ccccc2)C(c2ccccc2Br)NC(=O)N1 (stereo unspecified)	100	105	4	105	92	102	0	113
COc1ccc(CC(=O)Nc2cccc(-c3nnc(-c4ccco4)o3)c2)cc1	94	103	3	83	86	94	3	116
CCn1c(/C=C/N(C(C)=O)c2ccccc2)[n+](CCCS(=O)(=O)[O-])c2cc(Cl)c(Cl)cc21	106	99	6	99	102	94	2	89
C/C(=N\NC(=O)c1cccnc1)c1ccccc1	108	106	4	116	101	107	0	100
Fc1cccc(Cl)c1CSc1nnnn1-c1ccc2c(c1)OCO2	96	97	12	92	110	102	0	103
Cc1nc(CNC(=O)CC2C(=O)NCCN2Cc2ccoc2)nc2c1CCCC2 (stereo unspecified)	103	95	-2	75	93	98	0	109
COC(=O)c1sccc1Oc1ccc(F)cc1[N+](=O)[O-]	104	99	-11	108	98	96	0	108

Gathered by group: those above with an aryl thioether with sulfur outside any ring.
SMILES	AGP1 TOR yeast	RPL19A TOR yeast	VLA-4 inh	CIT2-GFP yeast	LAP4 TOR yeast	MEP2-GFP yeast	GRK2 inh	Yeast superoxide
Cc1ccc(-c2nnc(SCCC(=O)N3CCOCC3)o2)cc1	96	98	-1	92	98	92	0	101
CCOC(=O)CNC(=O)CSc1ncccc1-c1nc2ccccc2[nH]1	100	98	-2	94	96	96	1	99
CCCCOC(=O)CSc1nc(N)c(C#N)c(-c2ccc(OCC)cc2)c1C#N	98	97	34	101	95	98	1	121
Cc1ccc(NC(=O)CSc2nccn(-c3ccc4c(c3)OCCO4)c2=O)cc1	103	102	-4	115	106	109	0	116
Fc1cccc(Cl)c1CSc1nnnn1-c1ccc2c(c1)OCO2	96	97	12	92	110	102	0	103

Compound activity: PubChem, NMMLSC
